# Screening data: PubChem BioAssay, Broad Institute
# STK33 kin inh = blocks human STK33 kinase activity; ADP-Glo luminescence, MBP substrate; inhibition, % at 12.5 µM; 0.44% of 27,000 active; in the data active = inhibition above about 20%; inconclusive = no clear call, values can overlap the other calls
# Target sequence (Q9BYT3 whole entry, looked up): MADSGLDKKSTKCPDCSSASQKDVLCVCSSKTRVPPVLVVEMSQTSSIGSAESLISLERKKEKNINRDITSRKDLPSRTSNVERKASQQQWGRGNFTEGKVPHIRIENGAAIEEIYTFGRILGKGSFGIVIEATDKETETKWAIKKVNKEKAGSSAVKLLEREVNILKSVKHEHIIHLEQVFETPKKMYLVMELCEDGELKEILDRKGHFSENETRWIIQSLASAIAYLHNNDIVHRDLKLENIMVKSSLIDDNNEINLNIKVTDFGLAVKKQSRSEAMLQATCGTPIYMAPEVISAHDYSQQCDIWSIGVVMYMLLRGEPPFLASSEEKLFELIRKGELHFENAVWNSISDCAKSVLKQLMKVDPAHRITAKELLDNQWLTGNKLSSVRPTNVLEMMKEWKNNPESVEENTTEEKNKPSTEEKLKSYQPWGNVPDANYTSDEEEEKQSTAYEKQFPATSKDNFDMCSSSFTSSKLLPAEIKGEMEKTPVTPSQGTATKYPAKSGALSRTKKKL
# mut p53 react = mutant p53 pathway reactivation; SW480 PUMA-promoter luciferase; activation, % at 9.98 µM; 1.5% of 28,000 active; AID 624151; in the data active = activation above about 52%; inconclusive = no clear call, values can overlap the other calls
# * hit, by the source's call; ? = inconclusive; nt = not tested or not shown. These rows are one share of the data; rates above refer to the full screens.
no.	structure	STK33 kin inh	mut p53 react
1	C[C@H]1CN([C@@H](C)CO)C(=O)c2cc(NC(=O)Nc3ccccc3)ccc2O[C@H]1CN(C)Cc1ccc(Oc2ccccc2)cc1	4	nt
2	O=C(CCO[C@@H]1O[C@H](CO)[C@@H](O)[C@H](O)[C@H]1O)c1ccc(O)cc1	-1	6
3	CCCc1cc2c(-c3ccccc3)cc(=O)oc2cc1OCc1ccc(C(=O)O)o1	2	-4
4	C[C@H]1CN([C@@H](C)CO)C(=O)Cc2cc(NC(=O)Nc3ccc(F)cc3)ccc2O[C@@H]1CN(C)Cc1ccc(C(F)(F)F)cc1	3	9
5	CCCC#Cc1ccc2c(c1)O[C@@H](CN(C)C(=O)c1cnccn1)[C@H](C)CN([C@H](C)CO)S2(=O)=O	nt	8
6	COc1ccc(NC(=O)Nc2ccc3c(c2)C(=O)N([C@@H](C)CO)C[C@H](C)[C@@H](CN(C)S(=O)(=O)c2ccc(C)cc2)OCCCC[C@@H](C)O3)cc1	nt	-8
7	CN1C(=O)[C@@]2(Cc3ccccc3)SSS[C@]1(CO)C(=O)N2C	-10	nt
8	Cc1noc(C)c1S(=O)(=O)Nc1ccc2c(c1)C(=O)N([C@@H](C)CO)C[C@@H](C)[C@@H](CN(C)Cc1ccc3c(c1)OCO3)OCCCC[C@@H](C)O2	nt	-29
9	COc1ccc2[nH]cc(CCNC(=O)Nc3ccccc3)c2c1	0	40
10	C[C@H]1CN([C@@H](C)CO)C(=O)Cc2cc(NS(=O)(=O)c3ccc(F)cc3)ccc2O[C@H]1CN(C)C(=O)Nc1ccccc1	-4	nt
11	c1ccc2c(Cc3c[nH]c4ccccc34)c[nH]c2c1	-3	-3
12	C[C@@H]1CN([C@H](C)CO)C(=O)CCCn2nncc2CO[C@@H]1CN(C)CC1CCCCC1	0	nt
13	O=C(Nc1ccc2c(c1)[C@@H]1C[C@@H](CC(=O)N3CCc4ccccc4C3)O[C@@H](CO)[C@@H]1O2)c1ccc2c(c1)OCO2	nt	-25
14	Cc1cc(I)cnc1NC(=S)NC(=O)c1ccco1	1	76*
15	C[C@@H]1CN([C@@H](C)CO)C(=O)c2cc(NC(=O)CCCN(C)C)ccc2O[C@H]1CN(C)C(=O)Nc1cccc2ccccc12	nt	3
16	C[C@@H]1CN([C@H](C)CO)C(=O)Cc2cc(NC(=O)c3ccncc3)ccc2O[C@H]1CN(C)C(=O)Nc1ccc2c(c1)OCO2	-1	nt

# Among those listed so far, two contain a furan ring, fused or not:
no.	structure	STK33 kin inh	mut p53 react
3	CCCc1cc2c(-c3ccccc3)cc(=O)oc2cc1OCc1ccc(C(=O)O)o1	2	-4
14	Cc1cc(I)cnc1NC(=S)NC(=O)c1ccco1	1	76*

# The results go on.
no.	structure	STK33 kin inh	mut p53 react
17	C[C@@H]1CN([C@@H](C)CO)C(=O)CCCn2nncc2CO[C@@H]1CN(C)S(=O)(=O)c1ccc2c(c1)OCCCO2	-2	nt
18	C[C@H]1CN([C@@H](C)CO)S(=O)(=O)c2ccc(C3=CCCCC3)cc2O[C@H]1CN(C)C(=O)Cc1ccccc1	nt	-24
19	Cc1ccc2nsnc2c1S(=O)(=O)NCc1ccncc1	1	-1
20	Cc1ccc([N+](=O)[O-])cc1N(CC(=O)Nc1ccc(F)cc1F)S(C)(=O)=O	-2	-3
21	CC(C)NC(=O)N(C)C[C@H]1Oc2ccc(NS(C)(=O)=O)cc2CC(=O)N([C@@H](C)CO)C[C@H]1C	-1	nt
22	CCOC(=O)Nc1cc(=O)c2ccccc2o1	4	nt
23	C[C@@H]1CCCCO[C@@H](CN(C)C)[C@@H](C)CN([C@H](C)CO)C(=O)c2cc(NS(C)(=O)=O)ccc2O1	-1	9
24	CCn1ccnc1CC1COc2ccccc2O1 (configuration not stated)	nt	28
25	Cc1c(Cl)cccc1NC(=O)Cn1cc(C(=O)c2cccs2)c2ccccc21	0	-32
26	C[C@H](CO)N1C[C@H](C)[C@@H](CN(C)S(=O)(=O)c2ccccc2)Oc2ccc(NC(=O)Cn3cnnn3)cc2CC1=O	nt	2
27	C=CCNC(=O)[C@H]1[C@@H]2C(=O)O[C@@H](c3ccccc3)[C@@H](c3ccccc3)N2[C@@H](c2ccc(OCCO)cc2)[C@]12C(=O)Nc1ccc(C#CC3(O)CCCCCC3)cc12	8	nt
28	COCC#Cc1ccc2c(c1)O[C@@H](CN(C)Cc1ccccn1)[C@@H](C)CN([C@@H](C)CO)S2(=O)=O	nt	6
29	C[C@H]1CN([C@@H](C)CO)C(=O)Cc2cc(NC(=O)Cc3ccccc3)ccc2O[C@H]1CN(C)C(=O)Nc1ccc2c(c1)OCO2	0	1
30	C[C@H]1CN([C@@H](C)CO)C(=O)Cc2cc(NS(=O)(=O)c3ccccc3)ccc2O[C@H]1CN(C)Cc1ccncc1	-3	nt
31	CCCN(C)C[C@H]1OCCCC[C@H](C)Oc2ccc(NS(=O)(=O)c3ccc(OC)cc3)cc2C(=O)N([C@H](C)CO)C[C@H]1C	nt	-12
32	C[C@@H]1CN([C@H](C)CO)C(=O)Cc2cc(NS(=O)(=O)c3ccccc3)ccc2O[C@@H]1CN(C)Cc1ccc(Oc2ccccc2)cc1	5	8

# Along the list, as entered above.
# mut p53 react for entries 25–32: -32, 2, nt, 6, 1, nt, -12, 8
# STK33 kin inh for entries 25–32: 0, nt, 8, nt, 0, -3, nt, 5

# (continued)
no.	structure	STK33 kin inh	mut p53 react
33	CCOC(=O)CN1C(=O)C(O)(c2c[nH]c3ccccc23)c2ccccc21 (configuration not stated)	0	-19
34	Cn1cnnc1SCc1nc2ccc([N+](=O)[O-])cc2[nH]1	-2	-17
35	C[C@@H]1CN([C@H](C)CO)C(=O)c2cccc(NC(=O)C3CCCCC3)c2O[C@@H]1CN(C)Cc1ccc(C(=O)O)cc1	nt	9
36	Cc1noc(C)c1S(=O)(=O)N(C)C[C@@H]1OCCCC[C@H](C)Oc2ccc(N(C)C)cc2C(=O)N([C@@H](C)CO)C[C@H]1C	nt	-3
37	C[C@H]1CN([C@@H](C)CO)C(=O)c2cc(NC(=O)C3CC3)ccc2O[C@@H]1CN(C)Cc1ccc(Oc2ccccc2)cc1	-3	nt
38	Cc1ccc(OCC(=O)Nc2ccc3oc(-c4cccc(F)c4)nc3c2)c(C)c1	2	1
39	Cc1sc2ncnc(SCC(=O)Nc3ccc(C(N)=O)cc3)c2c1C	0	3
40	CC(C)(Oc1ccc(Cl)cc1)C(=O)O	0	11
41	Cc1cccc(NC(=O)c2ccccc2NC(=O)COc2ccccc2)c1C	0	-40
42	C[C@H](CO)N1C[C@H](C)[C@H](CN(C)Cc2ccc(Cl)c(Cl)c2)Oc2ccc(NC(=O)CCCN(C)C)cc2C1=O	-5	nt
43	CNC[C@H]1Oc2c(NC(=O)Nc3c(C)noc3C)cccc2C(=O)N([C@@H](C)CO)C[C@H]1C	nt	10
44	C[C@@H]1CN([C@H](C)CO)C(=O)Cc2cc(NC(=O)Nc3ccc(C(F)(F)F)cc3)ccc2O[C@@H]1CN(C)Cc1ccncc1	-1	-42
45	COCCOC(=O)N1C(=O)[C@@]2(c3cc(C#CCC(C(=O)OC)C(=O)OC)ccc31)[C@H](c1ccccc1OCCO)N1[C@H](c3ccccc3)[C@H](c3ccccc3)OC(=O)[C@H]1[C@@H]2C(N)=O	8	nt
46	CCCN(C)C[C@H]1OCCCC[C@H](C)Oc2ccc(NS(=O)(=O)c3ccc(OC)cc3)cc2C(=O)N([C@@H](C)CO)C[C@H]1C	nt	3
47	C[C@H]1CN([C@@H](C)CO)C(=O)Cc2cc(NC(=O)CCN3CCOCC3)ccc2O[C@H]1CN(C)S(=O)(=O)c1ccc(F)cc1	2	nt
48	C[C@H](CO)N1C[C@H](C)[C@H](CN(C)S(=O)(=O)c2cccc(F)c2)Oc2ncc(-c3cccc(F)c3)cc2C1=O	-1	nt
49	C[C@H]1CN([C@@H](C)CO)C(=O)CCCn2nncc2CO[C@@H]1CN(C)S(=O)(=O)c1ccc2c(c1)OCCCO2	2	nt
50	COc1ccc(CN(C)C[C@H]2Oc3ccc(NC(=O)Cc4cn(C)c5ccccc45)cc3C(=O)N([C@H](C)CO)C[C@@H]2C)cc1	nt	-13
51	O=C(C1=C[C@H](c2ccc3c(c2)OCO3)C[C@H](OCc2ccc(CO)cc2)O1)N1CCCCC1	-1	nt
52	COc1ccc(OC)c(S(=O)(=O)N2CCC(C(=O)Nc3ccc(Oc4ccccc4)cc3)CC2)c1	1	-28
53	C[C@H]1CN([C@@H](C)CO)C(=O)c2cc(NC(=O)CCC(F)(F)F)ccc2O[C@@H]1CN(C)S(=O)(=O)c1ccccc1	-2	nt
54	C[C@@H]1CN([C@@H](C)CO)C(=O)c2cc(NC(=O)Nc3ccc(C(F)(F)F)cc3)ccc2O[C@@H]1CN(C)Cc1ccc(C(=O)O)cc1	-2	nt
55	C[C@@H]1CN([C@H](C)CO)C(=O)c2cc(-c3cccc(C(=O)N(C)C)c3)cnc2O[C@@H]1CN(C)S(=O)(=O)c1ccc(F)cc1	nt	0
56	C[C@H]1CN([C@@H](C)CO)C(=O)c2c(c3ccccc3n2C)-c2ccccc2CO[C@H]1CN(C)S(=O)(=O)c1cccs1	nt	-4

# Single records (already shown).
# Entry for COc1ccc(OC)c(S(=O)(=O)N2CCC(C(=O)Nc3ccc(Oc4ccccc4)cc3)CC2)c1 = STK33 kin inh: 1; mut p53 react: -28
# Entry for C[C@H]1CN([C@@H](C)CO)C(=O)CCCn2nncc2CO[C@@H]1CN(C)S(=O)(=O)c1ccc2c(c1)OCCCO2 = STK33 kin inh: 2; mut p53 react: nt

# The list continues:
# Under each structure: STK33 kin inh | mut p53 react
[57] COc1ccc(CN(C)C[C@H]2Oc3ccc(NC(=O)NC4CCCCC4)cc3CC(=O)N([C@H](C)CO)C[C@@H]2C)cc1
    nt | -3
[58] O=C(CSc1nnc(-c2ccccc2O)n1-c1ccccc1)Nc1ccc2c(c1)OCCO2
    1 | -11
[59] C[C@H]1CN([C@@H](C)CO)C(=O)c2cc(-c3cccc(C#N)c3)cnc2O[C@H]1CN(C)Cc1cccnc1
    nt | 18
[60] COc1ccccc1-c1coc2cc(O)ccc2c1=O
    6 | nt
[61] O=C(OC1C(c2c(O)cc(O)c(C(=O)c3ccc(O)cc3)c2O)OC(CO)C(O)C1O)c1cc(O)c(O)c(O)c1 (configuration not stated)
    -4 | -40
[62] C[C@@H]1CCCCO[C@@H](CN(C)C(=O)c2ccncc2)[C@@H](C)CN([C@H](C)CO)C(=O)c2cc(NS(=O)(=O)c3ccc(F)cc3)ccc2O1
    -6 | nt
[63] Cc1ccc(S(=O)(=O)N(C)C[C@H]2Oc3ccc(NC(=O)Cc4ccccc4)cc3CC(=O)N([C@@H](C)CO)C[C@H]2C)cc1
    1 | nt
[64] COc1cccc(CCc2ccccc2OCC[C@@H]2C[C@@H](O)CN2C)c1
    nt | -4
[65] C[C@@H]1CN([C@H](C)CO)C(=O)c2cc(NC(=O)CCC(F)(F)F)ccc2O[C@H]1CN(C)C(=O)Nc1cccc2ccccc12
    -2 | 1
[66] C[C@H]1CCCCO[C@@H](CN(C)C(=O)CCC(F)(F)F)[C@@H](C)CN([C@@H](C)CO)C(=O)c2cc(NS(=O)(=O)c3cn(C)cn3)ccc2O1
    nt | 10
[67] Cc1noc(C)c1NC(=O)N(C)C[C@H]1Oc2ccc(NC(=O)C3CC3)cc2CC(=O)N([C@@H](C)CO)C[C@H]1C
    -5 | 10
[68] COCC(=O)N(C)C[C@@H]1Oc2ncc(-c3cccc(OC)c3)cc2C(=O)N([C@@H](C)CO)C[C@H]1C
    nt | 0
[69] COc1ccccc1NC(=O)CN(c1cc(Cl)c(Cl)cc1Cl)S(C)(=O)=O
    0 | 2
[70] COc1ccc(NC(=O)Nc2cccc3c2O[C@@H](CN(C)S(=O)(=O)c2ccc(Cl)cc2)[C@@H](C)CN([C@H](C)CO)C3=O)cc1
    nt | -4
[71] Cc1noc(C)c1NC(=O)N(C)C[C@@H]1Oc2ccc(NC(=O)NC3CCCCC3)cc2C(=O)N([C@@H](C)CO)C[C@H]1C
    0 | 4
[72] C[C@H](CO)N1C[C@H](C)[C@@H](CN(C)Cc2ccc3c(c2)OCO3)Oc2c(NC(=O)Nc3cccc4ccccc34)cccc2C1=O
    nt | -22
[73] C[C@@H]1CN([C@H](C)CO)C(=O)c2cc(NC(=O)Nc3ccc4c(c3)OCO4)ccc2O[C@@H]1CN(C)S(=O)(=O)c1cn(C)cn1
    nt | 1
[74] C[C@H]1CN([C@@H](C)CO)C(=O)CCCn2nncc2CO[C@H]1CN(C)Cc1cccc(C(F)(F)F)c1
    0 | nt
[75] C[C@@H]1CN([C@@H](C)CO)C(=O)c2cc(NC(=O)Nc3ccc(F)cc3)ccc2O[C@H]1CN(C)S(=O)(=O)c1cccs1
    -6 | -38
[76] C[C@@H]1CN([C@H](C)CO)C(=O)c2cc(NC(=O)c3ccncc3)ccc2O[C@H]1CN(C)S(=O)(=O)c1cn(C)cn1
    2 | nt
[77] C[C@H](CO)N1C[C@H](C)[C@H](CN(C)C(=O)Nc2ccccc2)Oc2cc(C#CC3(O)CCCC3)ccc2S1(=O)=O
    nt | -1
[78] O=C(CCCOc1ccc(Cl)cc1Cl)Nc1ccc2c(c1)C(=O)NC2=O
    -1 | 0
[79] C[C@@H]1CN([C@H](C)CO)C(=O)c2cc(NC(=O)Nc3ccc4c(c3)OCO4)ccc2O[C@@H](C)CCCCO[C@H]1CN(C)Cc1ccccc1
    nt | -15
[80] COc1ccc([Si](C)(C)[C@@H]2[C@@H](CCO)O[C@]3(C(=O)N(Cc4ccc(NC(=O)[C@H](C)O)cc4)c4ccccc43)[C@H]2C)cc1
    ? | nt
[81] O=C(CNS(=O)(=O)c1ccc(Cl)cc1)Nc1ccc(I)cc1
    0 | -6
[82] C[C@H]1CCCCO[C@H](CN(C)S(C)(=O)=O)[C@@H](C)CN([C@@H](C)CO)C(=O)c2cc(NC(=O)NC3CCCCC3)ccc2O1
    nt | 3
[83] C[C@H]1CN([C@@H](C)CO)C(=O)c2cc(NC(=O)Nc3ccccc3)ccc2O[C@@H]1CN(C)C(=O)Nc1ccc(C(F)(F)F)cc1
    nt | -7
[84] Oc1ccc2oc3c(c2c1/C=N/N1CCCCC1)CCCC3
    4 | nt
